VIM-2 inhibitor = VIM-2 metallo-beta-lactamase inhibitors, primary screen, biochemical, epi-absorbance readout, Pseudomonas aeruginosa enzyme; purified VIM-2, nitrocefin hydrolysis, epi-absorbance fluorescence; actives 0.89% (n = 290,000); AID 1527, 2009; inhibition, % at 5.6 µM;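 active means inhibition above the mean of all tested compounds plus 3 SD, cutoff set per screening run, cut at about 7.5% in these data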;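 further: red hydrolysis product quenches plate fluorescence so inhibitors raise well fluorescence; 0% = enzyme with DMSO and 100% = DMSO without enzyme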
PfM18AAP inh = PfM18AAP inhibitors, malaria aminopeptidase, primary screen, biochemical, QFRET, recombinant enzyme. H-Glu-NHMec fluorogenic cleavage. inhibition, % at 7.35 µM. actives 1.2% (n = 290,000). AID 1822, 2009;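 active means inhibition above the campaign mean inhibition over all tested compounds plus 3 SD, cut at about 28% in these data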;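 further: 0% = plate median of test compound wells and 100% = 2 mM ZnCl2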
PHOSPHO1 block = PubChem AID 1565 | recombinant PHOSPHO1, absorbance phosphatase assay | inhibition, % at 13.3 µM | actives 1.1% (n = 290,000); in the data active means inhibition above about 60%
IMP-1 inh = IMP-1 metallo-beta-lactamase inhibitors, primary screen, biochemical, epi-absorbance readout, Pseudomonas aeruginosa enzyme | actives 0.45% (n = 290,000) | metallo-beta-lactamase IMP-1 (Pseudomonas aeruginosa) | purified IMP-1, nitrocefin hydrolysis, epi-absorbance fluorescence | inhibition, % at 5.6 µM;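 active means inhibition above the mean plus 3 SD of all compounds in the same screening run, cut at about 4.5% in these data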;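 further: 0% = IMP-1 with DMSO and 100% = DMSO wells lacking enzyme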
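System: Purified IMP-1 | Read-out basis: Percent enzyme inhibition | Controls: IMP-1 with DMSO as 0%, enzyme-free DMSO as 100% | Replicates: One well per compound | Doses: 5.6 µM nominal single concentration | Detection: Epi-absorbance fluorescence, 480 nm excitation, 530 nm emission | Incubation: 25 °C, 15 min preincubation, 25 min reaction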
NALP1 yeast inh = NALP1 inflammasome inhibitors in reconstituted yeast, colorimetric, S. cerevisiae, triplicate retest | AID 2071, 2009 | inhibition, % at 10 µM | S. cerevisiae NALP1/ASC/caspase-1 growth, X-gal OD620, 72 h | actives 0.61% (n = 280,000); in the data active means inhibition mostly above about 24%, no sharp cut-off; inactive means mostly below about 32%; further: some compounds called inactive have numbers as strong as hits
pCIP destab = p/CIP-EGFP fusion destabilizers, primary screen, fluorescence, F442A cells | decrease of EGFP signal, % at 10 µM | AID 1984, 2009 | 16 h | Q05BA5 | actives 0.01% (n = 290,000);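 active means EGFP signal decrease of at least 30% at 10 µM or well 3 SD below plate mean, unless failing retest; inactive means the rest, including hits failing retest or dose response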; further: some compounds called inactive have numbers as strong as hits; many of its hits are not listed in these tables
IDE act = human IDE activators in live cells, primary screen, fluorescence polarization, HEK cells, FAbeta-B substrate; FAbeta-B cleavage; 0% vehicle, 100% cell-free pure enzyme wells; Insulin-degrading enzyme (Homo sapiens), P14735; AID 493087, 2011; actives 0.073% (n = 340,000); activation, % at 5.96 µM;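 active means activation above the mean of all tested compounds plus 3 SD, set per screening campaign, cut at about 17% in these data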
GPR7 antag = GPR7 receptor antagonists, primary screen, cell-based, fluorescence, single concentration | Neuropeptides B/W receptor type 1 (Homo sapiens), P48145 | GPR7-expressing cells, fluorescence antagonist assay | inhibition, % at 4.4 µM | actives 1.1% (n = 290,000); in the data active means inhibition above about 16%, passing the limit was not always enough;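 further: cells stimulated with the agonist NPW; 0% = agonist with vehicle and 100% = vehicle without agonist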
IDE inh = human IDE inhibitors in live cells, primary screen, fluorescence polarization, HEK cells, FAbetaB substrate. Insulin-degrading enzyme (Homo sapiens), P14735. FAbetaB cleavage. inhibition, % at 5.59 µM. actives 0.41% (n = 320,000). AID 434962, 2010;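 active means percent inhibition above the average of all tested compounds plus 3 SD, set per screening campaign, cut at about 16% in these data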;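 further: IDE supplied by intact live HEK cells; FP after avidin binding of uncleaved biotin substrate so inhibition keeps polarization high; 0% = DMSO wells and 100% = 60 µM reference IDE inhibitor Ii1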
* marks the source's active call; other numbers are inactive results; / = not tested or not shown.

PHOSPHO1 block	PfM18AAP inh	IDE act	VIM-2 inhibitor	pCIP destab	GPR7 antag	IDE inh	IMP-1 inh	NALP1 yeast inh	molecule
1	-5	3	-3.6	6	-14	-2	-4.3	48	Cc1cc(C)cc(NS(=O)(=O)c2ccc(NC(=S)NC(=O)c3ccc(Br)o3)cc2)c1
20	2	0	-1.6	-7	0	3	-2.2	/	Cc1ccc(S(=O)(=O)N(C)C)cc1NC(=O)COC(=O)c1sc2cc(Cl)ccc2c1Cl
-30	3	0	-3.6	4	-14	-2	-2.6	1	CCOc1ccccc1NC(=O)CS(=O)(=O)c1cn(CC(=O)N2CCOCC2)c2ccccc12
10	3	4	-2.3	-5	-3	0	-0.8	13	CCCOc1ccc(/C(CC)=N/NC(=O)C2(C)CC2(Br)Br)cc1 (centres undefined)
7	3	-13	-1.8	-6	-11	0	-3.0	14	COc1cc(C(=O)Nc2cccc(-c3nc4cc(C)ccc4o3)c2)cc(OC)c1OC
20	-6	7	1.4	0	16	-3	1.6	15	CN(C(=O)c1cc(S(=O)(=O)N2CCCCC2)c[nH]1)C1CCCCC1
24	-1	4	-1.2	1	-11	-1	-2.1	6	COc1ccc(S(=O)(=O)Nc2ccc(OCC(=O)O)cc2)c2ccccc12
-4	7	5	-3.3	3	3	2	-3.6	28	CCN(Cc1ccccc1)S(=O)(=O)c1ccc2oc(C(=O)O)c(C)c2c1
21	10	0	-3.0	1	-15	11	-2.2	10	O=C1NC(c2ccccc2Cl)=N/C1=C/c1ccco1
-8	-7	0	-4.0	0	-1	10	-3.4	-8	CCC(CC)c1nnc(NC(=O)C2CCCO2)s1 (centres undefined)
-7	2	5	-3.0	4	-4	-1	-3.6	14	CN(C)S(=O)(=O)c1cccc(C(=O)Nc2ccc(Cl)cn2)c1
-8	24	5	3.3	3	-3	-9	-4.3	-16	O=C(NNc1ccccn1)c1ccccc1CC[N+](=O)[O-]
-8	-10	1	-1.6	6	-6	10	-0.8	25	CO/N=C(/CS(=O)(=O)Cc1ccccc1Cl)c1ccc(Cl)cc1Cl
6	7	7	-3.6	4	-9	-1	-3.7	41	CCCC(=O)NCc1ccc2c(c1)cc(C)n2C
-6	-14	4	-1.0	-16	1	0	-0.8	28	COC(=O)c1ccc(CN(C)S(=O)(=O)c2cccs2)cc1
-7	-6	3	-4.1	-2	-8	4	-1.6	31	CCc1ccc(C(=O)COC(=O)CCc2nc3ccccc3c(=O)[nH]2)cc1
6	-9	-1	0.2	1	-2	-1	-0.7	40	Cc1nccn1CC(=O)N/N=C/c1cccc(O)c1
26	-2	0	0.5	-12	12	-2	-1.1	18	Cc1c(C(=O)NCCSCc2ccc(Cl)cc2Cl)cccc1[N+](=O)[O-]
1	3	11	-3.6	3	6	0	-5.5	34	Cc1ccccc1/C=C/c1nc2ccccc2c(=O)[nH]1
48	-7	0	-0.5	-13	0	-2	-1.3	20	COc1ccc(-n2cnc3sc4c(c3c2=O)CCCC4)cc1
4	22	/	10*	-5	3	6	1.4	2	Cn1c2ccccc2c(=O)c2ccc(C#Cc3ccccn3)cc21
-11	5	4	-2.3	4	-13	-2	-2.6	17	CN(C)c1ccc(NC(=O)CN2C(=O)c3ccccc3C2=O)cc1
20	-10	0	-1.2	-2	-4	/	-2.1	-11	CCc1nnc(NC(=O)COc2ccc(N(C)S(=O)(=O)c3ccc(C)cc3)cc2)s1
-1	-3	0	0.1	-9	5	5	-1.3	-12	Cc1nc2ccccc2c(=O)n1NCc1cc(Br)cs1
-7	0	0	-4.0	-12	-15	1	-3.8	9	COc1ccc(C)cc1-n1nnnc1SCC(=O)Nc1cc(C)on1
54	3	0	-3.4	1	1	-3	-3.2	-2	O=C(Nc1nnc(-c2ccco2)o1)c1ccc(S(=O)(=O)N2CCCC2)cc1
-8	3	5	-4.6	4	-1	-1	-2.0	-5	COc1ccc(-n2c3c(cc(C(=O)Nc4cccc(C)n4)c2=O)C(=O)CC(C)(C)C3)cc1
-14	7	0	-0.5	-19	2	-5	-0.4	4	C/C(CC(O)(/C=N/O)c1ccccc1)=N\O (centres undefined)
14	0	7	-1.6	-8	-7	9	-4.3	4	CC(c1ccccc1)c1nnc(NC(=O)Nc2ccccc2)s1 (centres undefined)
-130	2	2	0.5	-12	40*	-1	2.6	0	O=[N+]([O-])c1ccc(NC(=S)NCc2ccc(F)cc2)cc1

3 entries picked at random from those above:
PHOSPHO1 block	PfM18AAP inh	IDE act	VIM-2 inhibitor	pCIP destab	GPR7 antag	IDE inh	IMP-1 inh	NALP1 yeast inh	molecule
20	2	0	-1.6	-7	0	3	-2.2	/	Cc1ccc(S(=O)(=O)N(C)C)cc1NC(=O)COC(=O)c1sc2cc(Cl)ccc2c1Cl
24	-1	4	-1.2	1	-11	-1	-2.1	6	COc1ccc(S(=O)(=O)Nc2ccc(OCC(=O)O)cc2)c2ccccc12
20	-10	0	-1.2	-2	-4	/	-2.1	-11	CCc1nnc(NC(=O)COc2ccc(N(C)S(=O)(=O)c3ccc(C)cc3)cc2)s1

Some values from the list:
Cc1c(C(=O)NCCSCc2ccc(Cl)cc2Cl)cccc1[N+](=O)[O-] – IDE inh = -2
CCCOc1ccc(/C(CC)=N/NC(=O)C2(C)CC2(Br)Br)cc1 (centres undefined) – PHOSPHO1 block = 10

Additional entries
PHOSPHO1 block	PfM18AAP inh	IDE act	VIM-2 inhibitor	pCIP destab	GPR7 antag	IDE inh	IMP-1 inh	NALP1 yeast inh	molecule
9	-3	3	-4.1	-4	-6	-1	-5.4	2	COc1cc(C)c(N(C(C)=O)c2ccccc2)c(C)c1
32	4	0	-2.2	-6	-13	-3	-1.9	21	O=C(COC(=O)c1ccco1)NCc1ccc(F)cc1
5	2	4	-0.6	-5	-14	-3	-1.8	16	CCOC(=O)C(C#N)c1ccccn1 (centres undefined)
-6	-12	5	-2.3	-17	-17	2	-1.8	-4	O=C(NC1CCCCC1)c1ccccc1NC(=O)C1CC1
40	-3	-5	18*	-12	-3	-8	-2.3	12	COc1ccc(-c2nnc3sc(CCN4C(=O)c5ccccc5C4=O)nn23)cc1
32	2	5	-2.2	-9	-11	2	-2.2	/	COc1ccc2c(N)c(C(=O)NN)[nH]c2c1
18	4	0	-2.7	-9	-16	-4	-1.8	13	CC(C(=O)NCC1CCCO1)n1cc([N+](=O)[O-])cn1 (centres undefined)
11	-1	-1	-0.7	2	5	2	-2.9	-31	Cc1ccc(S(=O)(=O)Cc2ccc(C(=O)N3CCc4ccccc4C3)o2)cc1
20	-2	-4	-3.5	5	13	2	-3.1	-7	COc1ccc(-n2cnc3cc(NC(=O)c4ccco4)ccc32)cc1
40	5	7	5.8	1	-10	2	-4.1	-4	Cc1cccn2c(=O)c3cc(C(=O)NCC4CCCO4)c(=N)n(Cc4ccc(F)cc4)c3nc12 (centres undefined)
-24	0	3	-2.8	-1	-12	-2	-1.4	30	O=S(=O)(NC1c2cccc3cccc(c23)C1Sc1ncccn1)c1ccccc1 (centres undefined)
36	6	1	0.5	9	-13	-1	-3.5	-4	COc1cccc(NC(=O)CSc2nc(C3CC3)nc3ccccc23)c1
21	2	9	-2.8	4	-14	1	-3.8	9	Cc1ccc(CNS(=O)(=O)c2ccc3c(c2)NC(=O)C(C)S3)cc1 (centres undefined)
-22	-9	4	-1.3	4	11	-1	-0.3	-5	Cc1cc(C)cc(NC(=S)N(CCN(C)C)C(C)c2cccnc2)c1 (centres undefined)
44	-2	8	-2.6	2	-4	2	-3.3	/	COc1ccc(CCNC(=O)COC(=O)Cn2cnc3ccccc3c2=O)cc1

5 entries from above, sorted by the number in IDE act, ascending:
molecule	PHOSPHO1 block	PfM18AAP inh	IDE act	VIM-2 inhibitor	pCIP destab	GPR7 antag	IDE inh	IMP-1 inh	NALP1 yeast inh
CC(C(=O)NCC1CCCO1)n1cc([N+](=O)[O-])cn1 (centres undefined)	18	4	0	-2.7	-9	-16	-4	-1.8	13
COc1cc(C)c(N(C(C)=O)c2ccccc2)c(C)c1	9	-3	3	-4.1	-4	-6	-1	-5.4	2
COc1ccc2c(N)c(C(=O)NN)[nH]c2c1	32	2	5	-2.2	-9	-11	2	-2.2	/
Cc1cccn2c(=O)c3cc(C(=O)NCC4CCCO4)c(=N)n(Cc4ccc(F)cc4)c3nc12 (centres undefined)	40	5	7	5.8	1	-10	2	-4.1	-4
COc1ccc(CCNC(=O)COC(=O)Cn2cnc3ccccc3c2=O)cc1	44	-2	8	-2.6	2	-4	2	-3.3	/

Some entries already given, showing only IDE act, NALP1 yeast inh and PfM18AAP inh:
Structure	IDE act	NALP1 yeast inh	PfM18AAP inh
Cc1c(C(=O)NCCSCc2ccc(Cl)cc2Cl)cccc1[N+](=O)[O-]	0	18	-2
CCCC(=O)NCc1ccc2c(c1)cc(C)n2C	7	41	7
COc1ccc(-n2c3c(cc(C(=O)Nc4cccc(C)n4)c2=O)C(=O)CC(C)(C)C3)cc1	5	-5	3
O=C(COC(=O)c1ccco1)NCc1ccc(F)cc1	0	21	4

Compound activity: PubChem BioAssay, several laboratories
